# RBX1-CUL1 inh = inhibitors of human ROC1-CUL1 ubiquitin ligase activity | in vitro K48 di-Ub FRET, acceptor:donor ratio, 45 min | inhibition, % at 10 µM | AID 1347404, 2020 | E3 ubiquitin-protein ligase RBX1 (Homo sapiens) + Cullin-1 (Homo sapiens), P62877+Q13616 | 140,000 compounds, 0.6% hits; in the data active means inhibition above about 25%
# Target sequence (P62877 whole entry, looked up): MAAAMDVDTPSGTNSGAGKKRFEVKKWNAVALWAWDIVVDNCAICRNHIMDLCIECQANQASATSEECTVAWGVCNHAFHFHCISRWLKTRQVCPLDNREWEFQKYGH
# Target sequence (Q13616 whole entry, looked up): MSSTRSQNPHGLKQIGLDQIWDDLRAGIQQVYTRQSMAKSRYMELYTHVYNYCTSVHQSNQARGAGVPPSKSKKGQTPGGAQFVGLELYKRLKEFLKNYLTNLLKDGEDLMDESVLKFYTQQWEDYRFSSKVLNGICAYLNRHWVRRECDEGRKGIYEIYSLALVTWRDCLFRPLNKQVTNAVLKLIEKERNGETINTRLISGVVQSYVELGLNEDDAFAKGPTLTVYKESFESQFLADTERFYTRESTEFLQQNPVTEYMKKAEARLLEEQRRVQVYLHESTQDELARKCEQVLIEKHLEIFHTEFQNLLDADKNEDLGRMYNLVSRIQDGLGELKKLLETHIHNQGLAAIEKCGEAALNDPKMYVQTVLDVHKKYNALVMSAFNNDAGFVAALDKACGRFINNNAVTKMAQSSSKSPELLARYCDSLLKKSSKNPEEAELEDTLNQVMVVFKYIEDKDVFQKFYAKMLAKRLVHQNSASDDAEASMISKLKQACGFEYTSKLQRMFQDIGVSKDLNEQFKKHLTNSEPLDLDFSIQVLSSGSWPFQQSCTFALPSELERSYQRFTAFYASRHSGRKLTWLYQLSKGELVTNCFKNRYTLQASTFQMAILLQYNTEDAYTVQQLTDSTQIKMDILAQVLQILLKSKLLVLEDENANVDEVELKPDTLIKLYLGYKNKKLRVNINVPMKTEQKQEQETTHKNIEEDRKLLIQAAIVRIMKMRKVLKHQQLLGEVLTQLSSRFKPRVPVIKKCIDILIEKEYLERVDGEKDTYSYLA
# * hit, by the source's call. This is a subset; count on the stated rates, not on these rows.
RBX1-CUL1 inh	molecule
-1.5	CCOc1ccc(NC(=O)C(=O)NCCc2csc3nc(-c4ccccc4F)nn23)cc1
-5.9	O=C1NC(=Nc2ccccc2)SC1Cc1ccc(Br)cc1 (stereo not given)
-1.2	CCOC(=O)c1c(N)oc2c(Br)c3c(C(=O)OCC)c(N)oc3c(Cl)c12
2.2	O=C1CC(c2nc3ccccc3[nH]2)CN1c1ccc(Br)cc1 (stereo not given)
-1.5	CC(=O)Nc1ccc(S(=O)(=O)NCC2CCC(C(=O)NCCN(CC(C)C)CC(C)C)CC2)cc1 (stereo not given)
4.0	C=CCNC(=O)C1CCCN(C2CCN(Cc3ccccc3)CC2)C1 (stereo not given)
-3.6	CC(=O)NC1CC(C)(C)Cc2nc(N3CCOCC3)ncc21 (stereo not given)
0.7	Cc1ncc(CN2CCCC2C(=O)Nc2ccc(-c3cscn3)cc2)n1C (stereo not given)
9.7	Cc1ccc(CN2COc3ccc(C(C)(C)C)cc3C2)cc1
-9.7	COc1cccc(CN2C(=O)c3ccccc3Sc3ccc(C(=O)OCc4ccco4)cc32)c1
8.3	C=CCNCCOc1cc(C)c(Cl)c(C)c1
1.0	Cc1ccc(NC(=O)CCN2CCN(CCO)CC2)cc1C
-1.8	C=CCN1N=C(C)Cn2c1nc1c2c(=O)n(Cc2ccccc2)c(=O)n1C
-9.2	COc1cc(OC)c(NC(=O)CC(c2cccs2)N2Cc3ccccc3C2=O)cc1Cl (stereo not given)
-10.0	CC(C)(C)C(=O)n1ccc2ccccc21
-4.9	Cc1ccc2nc(COc3ccc(NC(=O)COc4ccccc4F)cc3)cc(=O)n2c1
4.5	C/C=C/[C@H]1OC(=O)N(C(=O)c2ccccc2)C1Cc1ccccc1 (stereo not given in full)
11.2	CCOC(=O)c1c(NC(=O)CSc2cn(CCNC(=O)c3ccc(OCC)cc3)c3ccccc23)sc2c1CCC2
-4.9	CCCCNC(=O)C1CCC(CNS(=O)(=O)c2ccc(C)cc2)CC1 (stereo not given)
-13.1	CCCCCn1c2ccccc2c2ccccc21
-4.0	O=C(NNC(=O)c1ccccc1O)c1ccc(C(F)(F)F)cc1
1.1	CCC1CCCCN1CCCNC(=O)c1ccc2c(c1)N(Cc1cccc(C)c1)C(=O)c1ccccc1S2(=O)=O (stereo not given)
6.5	CCOC(=O)c1cccc(NC(=O)c2cnn(-c3ccccc3)c2-n2cccc2)c1
-3.8	Cc1cccc(N2CCN(C(=O)c3ccc4c(c3)N(Cc3ccccc3F)C(=O)c3ccccc3S4=O)CC2C)c1 (stereo not given)
-2.4	CC(Oc1ccc(Br)cc1)C(=O)N(Cc1nc(-c2ccccc2)no1)C(C)C (stereo not given)
-6.4	COc1ccc(N(C(=O)c2cccc(C)c2)S(=O)(=O)c2ccc(Cl)cc2)cc1
-7.1	Cc1ccc(CS(=O)(=O)NC(C(C)C)C(C)C)cc1
-1.0	CCN1C(=O)c2ccccc2S(=O)c2ccc(C(=O)NCc3ccccc3OC)cc21 (stereo not given)
-7.8	O=c1c2ccccc2n(Cc2cccc(Cl)c2)c(=O)n1CCc1ccccc1
9.2	COC(=O)CN(c1cccc(Br)c1)S(=O)(=O)c1ccc(C)cc1
-4.7	Cc1cccc(C)c1N1C(=O)c2ccc(C(=O)O)cc2C1=O
-1.0	O=C(Nc1sc2c(c1C(=O)Nc1cccc3ccccc13)CCC2)c1cccc(Br)c1
14.2	C=CCSC1=N/C(=C\c2ccc(C)cc2)C(=O)N1CC=C
-4.8	Cc1[nH]nc2c1C1(C(=O)Nc3ccc(F)cc31)C(C#N)C(=N)O2 (stereo not given)
3.6	Cc1ccc(NC(=O)Cn2nnc3sc(-c4ccccc4)cc3c2=O)cc1Cl
3.9	Cc1cccc(C)c1C(C)C(C)c1c(C)cccc1C (stereo not given)
-3.2	CC(C)(C)c1ccc(-c2nc(NC(=O)CSc3ncnc4sc5c(c34)CCCC5)ns2)cc1
2.9	COc1cccc2c1C(=O)c1c(O)c3c(c(O)c1C2=O)CC(O)(C(C)=O)CC3OC(C)(C)C (stereo not given)
-1.6	COc1ccc(-c2c(C)c3c(n2Cc2ccccc2)C(c2ccccc2)Oc2ccccc2-3)cc1 (stereo not given)
0.0	O=C(CCC(=O)N(Cc1ccccc1)Cc1ccccc1)N/N=C\c1ccc(F)cc1
-5.3	NC(=O)c1c(NC(=O)/C=C/c2cccs2)sc2c1CCCCC2
0.4	COc1ccc(OCc2ccc(-c3nc(C#N)c(N4CCN(c5ccccc5)CC4)o3)o2)cc1
-3.2	COc1ccc(/C=C/C(=O)Nc2scc(-c3ccc(Br)cc3)c2C(=O)O)cc1
-5.5	COc1ccc(N2C(=O)C(=O)N(c3cc(Cl)cc(Cl)c3)C2=S)cc1
3.6	CCOC(=O)c1nn(-c2cccc(C)c2)cc1C(=O)c1ccccc1
1.9	C/C(=N\NC(=O)CC#N)c1ccc([N+](=O)[O-])cc1
-4.7	COc1ccc(CNC(=O)c2nc(S(=O)(=O)Cc3ccccc3)ncc2Cl)cc1
-2.8	CCOC(=O)C1(CCOC)CCN(Cc2nccn2CC)CC1
1.3	Cc1c(-c2ccccc2)sc2ccc(Cl)cc12
5.8	O=C(c1ccc2c(c1)OCCO2)N1CCOC(Cc2ccccc2)C1 (stereo not given)

# New compounds follow:
RBX1-CUL1 inh	molecule
1.6	O=C(c1ccco1)N1CCN(C(=O)N2CCCCC2)CC1
-4.7	COc1ccc2c(C)c(CCC(=O)NCc3ccc(C)cc3)c(=O)oc2c1
-5.9	O=C(c1ccc([N+](=O)[O-])cc1)c1ccccc1F
-9.0	COC(=O)c1ccc(CSc2nnc3ccc4ccccc4n23)cc1
0.8	CC12CCC(C(=O)Nc3cccc4ccccc34)(C1Br)C2(C)C (stereo not given)
-6.1	O=C(NC1(C(F)(F)F)Oc2ccccc2O1)c1ccccc1
2.4	CCc1n[nH]c2c1CN(C(=O)c1c(C)cc(=O)oc1C)CC2
1.1	O=C(CSc1ccc(Cl)cc1)Nc1cc(Cl)c(O)c(Cl)c1
5.0	O=C(NC1CC1)c1ccc2c(c1)C1C3CCC(C3)C1C(c1ccccc1)N2 (stereo not given)
11.4	CC1CCN(CCC(=O)Nc2ccc(F)cc2)CC1
-2.4	O=C(COc1ccccc1Cl)Nc1ccc2oc(-c3ccccc3F)nc2c1
1.8	COc1cc(C(=O)NCC2COCCO2)ccc1OC1CCN(C2CCCC2)CC1 (stereo not given)
7.7	O=C(c1c(F)cccc1F)N1CCN(Cc2ccc(F)cc2)CC1
-6.2	Cc1cccc(C(=O)NCCc2ccccc2)c1
10.0	CN(C)c1ccc(CC2=NC(=S)N(c3ccc(N(C)C)cc3)C2=O)cc1
2.8	COC(=O)c1c(NC(=O)CC2Sc3ccccc3NC2=O)sc(C)c1C (stereo not given)
-5.6	COc1cc(C)c(S(=O)(=O)N2CCCC2)cc1C
1.2	CC(C)CCN1CCC(N2CCCC(C(=O)NCc3ccccc3)C2)CC1 (stereo not given)
0.3	c1ccc(-c2nc(CN3CCC4(CCCN(CC5CC5)C4)C3)co2)cc1 (stereo not given)
1.5	c1cc(-c2ccn(Cc3cscn3)n2)cc(-c2nccs2)c1
-0.9	COc1cccc(CNc2nc3c(-c4ccccc4)nnn3c3ccccc23)c1
-1.2	CCn1cc(NC(=O)Cn2cc(-c3ncnc4scc(C)c34)cn2)nn1
-5.7	CCn1cc(C(=O)N2CCN(c3cccc(Cl)c3)CC2)c2cc(OC)c(OC)cc2c1=O
2.5	O=C(c1ccccc1F)N1CCC(C(=O)N2CCCC2)CC1
2.8	O=C(N1CCOCC1)N1CCN(CC(O)COc2ccc3ccccc3c2)CC1 (stereo not given)
5.1	COc1cccc(CNC(=O)CN(c2ccc(C(C)C)cc2)S(=O)(=O)c2c(C)n[nH]c2C)c1
2.0	COc1cc2c(cc1OC)C(c1ccc(F)cc1)N(c1cccc(C#N)c1)C(=O)C2 (stereo not given)
3.1	CCOc1ccc(N2C(=O)/C(=C/c3ccc(C)o3)N(C)C2=S)cc1
-5.1	O=C1CC(c2ccccc2)S(=O)(=O)c2ccccc2N1 (stereo not given)
-3.4	OC(CN1CCCC1)Cn1c2ccc(Br)cc2c2cc(Br)ccc21 (stereo not given)
-2.4	Cc1cc(C)cc(NC(=O)CN2C(=O)CSc3ccc(S(=O)(=O)N(C)C)cc32)c1
3.3	Cc1ccc(Cn2c3ccccc3c3cnn(CC(=O)N4CCCCCC4)c(=O)c32)cc1
1.9	COc1ccc(CCNC(=O)C(=O)Nc2ccccc2F)cc1
-3.0	COc1ccc(C2OC3(C(=O)c4ccccc4C3=O)C3C(=O)N(c4ccccc4F)C(=O)C23)cc1 (stereo not given)
4.9	CCC1CCCCN1Cc1c(O)ccc2c(=O)c(-c3ccc(Cl)cc3)coc12 (stereo not given)
9.5	O=C(c1ccc(Br)cc1)c1conc1C(=O)c1ccc(Br)cc1
10.7	CC(C)(C)c1ccc(C(=O)NCCc2csc3nc(-c4ccccc4F)nn23)cc1
2.5	CCCCS(=O)(=O)N1CCCC(C(=O)Nc2ccccc2C(F)(F)F)C1 (stereo not given)
10.6	COCCN1CCCC(O)(CN2CCCCCC2)C1=O (stereo not given)
5.3	O=C(Nc1ccccc1[N+](=O)[O-])C1C(c2ccccc2)C1(Cl)Cl (stereo not given)
-0.5	CCC(C(=O)OCc1cc(=O)n2nc(C)sc2n1)c1ccccc1 (stereo not given)
-4.7	CCOC(=O)C1=C(C)N=c2s/c(=C/c3cccc([N+](=O)[O-])c3O)c(=O)n2C1c1cc(OC)c(OC)cc1Br (stereo not given)
4.3	Nc1ccc(Oc2ccccc2-c2ccccc2)cc1
-3.1	COc1cccc(-n2c(Cn3nc(C(F)F)cc3C(F)F)n[nH]c2=S)c1
-7.9	C=CCOc1ccc(CNCc2ccc(F)cc2)cc1OCC
1.8	O=C(COC(=O)c1ccc(F)cc1)c1ccc2c(c1)OCCO2
9.5	O=C(O)c1ccccc1N=NC1C(=O)N(c2ccccc2)C(=S)N1c1ccccc1 (stereo not given)
8.5	Cc1[nH]cnc1CN1CCCC(CCc2ccc(F)c(F)c2)C1 (stereo not given)
-5.9	COc1cccc(CNC(=O)CN2C(=O)CCc3cc(S(=O)(=O)N4CCOCC4)ccc32)c1
11.0	COc1cccc(CC2(CCC(=O)N3CCC(c4nc5ccccc5o4)CC3)CCC(=O)N2)c1 (stereo not given)

# In another format: four of the compounds above
O=C(COC(=O)c1ccc(F)cc1)c1ccc2c(c1)OCCO2
  RBX1-CUL1 inh = 1.8

COc1cccc(CC2(CCC(=O)N3CCC(c4nc5ccccc5o4)CC3)CCC(=O)N2)c1 (stereo not given)
  RBX1-CUL1 inh = 11.0

COc1cccc(CNC(=O)CN2C(=O)CCc3cc(S(=O)(=O)N4CCOCC4)ccc32)c1
  RBX1-CUL1 inh = -5.9

CCC(C(=O)OCc1cc(=O)n2nc(C)sc2n1)c1ccccc1 (stereo not given)
  RBX1-CUL1 inh = -0.5

# (more compounds)
RBX1-CUL1 inh	molecule
0.7	COc1ccc(-c2nc(CN(C)C(C)c3nccs3)c(C)o2)cc1C (stereo not given)
-6.0	O=C(c1ccc(F)cc1)c1ccc(-c2ccc(F)cc2)cc1
-6.8	Cc1ccccc1Cn1cc(C(=O)NCCN2CCNC2=O)nn1
1.5	Cc1ccc(-n2c(C(=O)NNC(=O)c3ccco3)nc3ccccc3c2=O)cc1
-3.7	COc1ccc(CCNC(=O)CSc2nc(N)c(C#N)c(-c3cccs3)c2C#N)cc1OC
-2.8	CCOC(=O)c1c(-c2cccc(C)c2)csc1NC(=O)c1cccnc1Cl
-3.7	COc1ccc(-n2c(=O)c3c4c(sc3n3c(SCC(=O)c5ccccc5)nnc23)CCC4)cc1
-6.2	CCc1sc(N)[n+](C)c1-c1ccc(OC)cc1
9.7	CC(C)C(=O)Nc1ccc(N2CCOCC2)c(Br)c1
-2.8	CCOc1ccc(/C=C2/SC(=O)N(CN3CCCC3)C2=O)cc1OCC

# Compounds shown so far containing an NH in an aromatic ring:
RBX1-CUL1 inh	molecule
2.2	O=C1CC(c2nc3ccccc3[nH]2)CN1c1ccc(Br)cc1 (stereo not given)
-4.8	Cc1[nH]nc2c1C1(C(=O)Nc3ccc(F)cc31)C(C#N)C(=N)O2 (stereo not given)
2.4	CCc1n[nH]c2c1CN(C(=O)c1c(C)cc(=O)oc1C)CC2
5.1	COc1cccc(CNC(=O)CN(c2ccc(C(C)C)cc2)S(=O)(=O)c2c(C)n[nH]c2C)c1
-3.1	COc1cccc(-n2c(Cn3nc(C(F)F)cc3C(F)F)n[nH]c2=S)c1
8.5	Cc1[nH]cnc1CN1CCCC(CCc2ccc(F)c(F)c2)C1 (stereo not given)

# The list goes on:
RBX1-CUL1 inh	molecule
0.7	Fc1ccc(C(CCCN2CCN(C3Cc4ccc(F)cc4Sc4cc(F)c(Cl)cc43)CC2)c2ccc(F)cc2)cc1 (stereo not given)
-6.1	CN(C)CC(C)(O)c1ccc2c(c1)CN(C(=O)c1ccc(-c3ccco3)cc1)CCO2 (stereo not given)
-7.1	CCN(CC)c1ccc(NS(=O)(=O)c2ccc(N)cc2)cc1
1.0	CCOC(=O)C1(CCOc2ccccc2)CCCN(C(=O)c2csc(C)n2)C1 (stereo not given)
2.6	CCCCCCCCCCC1C[C@H]2CC(O)O[C@H]2O1 (stereo not given in full)
4.6	O=C(CCCOc1ccc(Cl)cc1Cl)NC1CCCC1
-5.3	CCOc1ccc(S(=O)(=O)Nc2cccc(N(C)S(C)(=O)=O)c2)cc1
-7.5	CCCCC(=O)Nc1ccccc1OCC
9.7	CC(=O)N1CCC(N2CCCC(CCc3ccccc3C(F)(F)F)C2)CC1 (stereo not given)
-5.9	CC(=O)OCc1c(C)n(C)c(=O)n(C)c1=O
4.4	O=C(CCC1CCCN(C(=O)C2(c3ccccc3)CCCCC2)C1)N1CCOCC1 (stereo not given)
-1.4	C=CCn1c(C(NC(=O)c2ccc(C)cc2)C(C)C)n[nH]c1=S (stereo not given)
-17.7	O=C(Cc1ccccc1F)Nc1ncccn1
-4.9	O=C(NCCN1CCOCC1)c1ccc(N2CCC(NC[C@H]3CCc4ccccc4O3)CC2)cc1

# From PubChem
